Screening results: PubChem BioAssay, National Center for Advancing Translational Sciences (NCATS)
D3 antag: D3 dopamine receptor (human) antagonism; P35462; AID 652054; max response, negative = inhibition, %; 360,000 compounds, 2.5% hits; D3R cells, DiscoveRx beta-arrestin luminescence, antagonist mode; hits give low values; in the data active = max response below about -50%; inconclusive = no clear call, values can overlap the other calls; note: % is set by controls: 0 for no effect and ±100 for the full control effect; mostly tested at two doses, the higher about 12 µM
Target sequence (P35462 whole entry, looked up): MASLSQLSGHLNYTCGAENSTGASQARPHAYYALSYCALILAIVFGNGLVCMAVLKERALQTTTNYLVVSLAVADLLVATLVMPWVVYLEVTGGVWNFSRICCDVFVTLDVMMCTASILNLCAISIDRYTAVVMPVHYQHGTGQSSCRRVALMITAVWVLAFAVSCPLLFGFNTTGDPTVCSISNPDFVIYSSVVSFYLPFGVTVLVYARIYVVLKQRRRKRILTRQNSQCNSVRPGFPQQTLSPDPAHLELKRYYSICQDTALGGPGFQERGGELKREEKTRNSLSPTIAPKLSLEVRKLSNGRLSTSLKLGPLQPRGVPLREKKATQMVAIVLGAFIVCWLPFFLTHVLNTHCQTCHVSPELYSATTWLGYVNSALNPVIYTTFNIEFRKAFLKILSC
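Cells expressing the human receptor were seeded at 1500 cells/well, incubated overnight at 37 degrees C in 5% CO2, then exposed to library compounds with dopamine controls for 90 minutes at 37 degrees C before luminescent detection.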
D3 ag: activates the human D3 dopamine receptor; 410,000 compounds, 0.58% hits; max activation, %; D3R DiscoveRx beta-arrestin cells, luminescence, 90 min; P35462; in the data active = max activation above about 30%; note: 0% is about no effect; mostly tested at two doses, the higher about 12 µM
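Agonist-mode cell screen: cells plated at 1500/well and incubated overnight at 37 °C, then exposed to library compounds for 90 min at 37 °C. Detection reagent was added for 30–60 min at room temperature, and luminescence was read.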
TDP43 rescue: rescues yeast growth from TDP-43 toxicity | TDP-43 expressing yeast growth rescue, BacTiter-Glo, 24 h | Potency, µM (doses to about 46.1 µM), without a hit: at the top dose growth rescue (activation), actives largely listed as activators | 410,000 compounds, 1.8% hits | AID 652104; note: potency is the fitted concentration of half-maximal effect; % of control where 0% means no effect; nearly all actives have a fitted effect of over 50% in size
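Cell-based yeast growth screen: TDP-43 expression induced in galactose, inoculum OD600=0.02 after raffinose pregrowth to mid-log. Read-out BacTiter-Glo luminescence at 24 hr, 30 deg C; inhibition of toxicity seen as signal increase.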
EPAC2 agonist: activates human EPAC2 exchange factor. AID 720711. Potency, µM (titrated, usually from 154 µM), inactives show at the highest dose activation, hits mostly activators. Q8WZA2. EPAC2 activation, biochemical qHTS; response scale: 100% = 6.5 mM cAMP response. 360,000 compounds, 0.079% hits; note: potency is the fitted concentration of half-maximal effect; nearly all actives have a fitted effect of over 50% in size
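EPAC2 (100 nM) mixed with Rap1B loaded with BODIPY-GDP (250 nM) plus 50 uM unlabeled GDP; compounds pinned in, 5 min RT, then read every 5 min for 30 min (ex 480, em 540 nm). Normalized to cAMP control.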
FUS suppressor: suppressors of FUS proteinopathy in yeast; 390,000 compounds, 0.24% hits; S. cerevisiae FUS-expressing, growth rescue, OD600, 24 h; Potency, µM (highest dose often 76.6 µM), inactives show at the top dose growth rescue (activation), actives largely listed as activators;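 note: potency is the fitted concentration of half-maximal effect; plate controls were DMSO vehicle for no effect and reference control for full effect; nearly all actives have a fitted effect of over 55% in size; some results filed as inactive show a strong effect at the top dose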
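Toxicity suppression screen in FUS-yeast. Cells induced with 2% galactose, starting OD 0.005, treated 24hr at 30C with compounds at multiple final concentrations; growth by OD600.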
EPAC2 antag: blocks human EPAC2 exchange factor | EPAC2 GEF exchange of Rap1B-BODIPY-GDP, fluorescence | Potency, µM (top dose mostly 114 µM), inactives show top-dose activity, negative = inhibition, most hits filed as inhibitors | 360,000 compounds, 0.18% hits; note: potency is the fitted concentration of half-maximal effect; % is set by controls: 0 for no effect and ±100 for the full control effect; nearly all actives have a fitted effect of over 45% in size; many of its hits are not listed in these tables
aSyn rescue: rescues yeast growth from alpha-synuclein toxicity | Yeast expressing alpha-synuclein, growth rescue, BacTiter-Glo, 24 h | Potency, µM (doses to about 46.1 µM), inactives show at the highest dose growth rescue (activation), usual class: activators | 370,000 compounds, 0.14% hits; note: potency is the fitted concentration of half-maximal effect; % of control where 0% means no effect; nearly all actives have a fitted effect of over 65% in size
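Readout is rescue of growth in alpha-synuclein-expressing yeast, so inhibitors of toxicity appear as activators. Growth after 24 hr at 30 deg C in galactose medium is quantified by luminescence.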
Abeta yeast res: compounds reversing amyloid beta toxicity in yeast; 410,000 compounds, 0.063% hits; yeast expressing A-beta42, growth rescue, OD600, 48 h; response scale: 0% DMSO, 100% iron-clioquinol control; Potency, µM (top dose mostly 46.1 µM), inactives show top-dose growth rescue, actives largely listed as activators; note: potency is the fitted concentration of half-maximal effect; nearly all actives have a fitted effect of over 55% in size
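Growth rescue measured by 600 nm absorbance after 48 h yeast culture at 30 C with compound. Values normalized between DMSO and an equimolar ferric chloride plus clioquinol control.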
An asterisk follows results filed as active; ? = inconclusive; / = no result given; [ ] = dose if it differs, or a comment. Unless noted, calls come from the whole dose curve; as a rule, active = well fitted curve in the direction sought with a large enough effect; inconclusive = small, poorly fitted or top-dose-only effect, or another doubt; inactive = no such curve, though single readings can be large; an effect the other way counts as inactive or inconclusive. Only part of the results is shown; count on the stated rates, not on these rows.

SMILES	D3 antag	D3 ag	TDP43 rescue	EPAC2 agonist	FUS suppressor	EPAC2 antag	aSyn rescue	Abeta yeast res
CCOC(=O)CCc1c(C)n[nH]c1C	2	7	-12%[0.397 µM]	-3%	1%	-6%	-14%	4%
COC(=O)C1=C(C)N(Cc2ccco2)C(=O)N[C@@H]1c1ccc(Br)cc1	3	-2	-19%	-5%	4%	-3%	13%	-4%
O=C(O)c1ccccc1C(=O)N1CCN(c2cccc(Cl)c2)CC1	-55*	-18	11%	4%	15%	7%	22%	-9%
CN(c1ccccc1)S(=O)(=O)c1cccc(NC(=O)CCNC(=O)c2ccco2)c1	19	-1	13%	1%	23%	-16%	7%	-12%
COc1ccc(-c2nc(CSCC(=O)N3CCc4ccccc43)c(C)o2)cc1OC	7	-1	?	4%	20%	-5%	1%	0%
CCc1ccc(-n2c(SCC(=O)NC3CCS(=O)(=O)C3)nc3ccccc3c2=O)cc1 (stereo not given)	-25	-5	11%	6%	23%	-12%	0%[1.84 µM]	3%
CCNC(=O)C1(C)CCN(C(=O)c2cc(F)cc(F)c2)C1 (stereo not given)	46	6	27%	0%	-16%	4%	0%	6%
O=C(c1cn(-c2ccccc2)nc1-c1cccnc1)N1CCCC(C(F)(F)F)C1 (stereo not given)	0	6	?	0%	4%	6%	-7%	23%
CCCCNC(=O)N1CCN(c2ncccn2)CC1	15	4	-5%	-2%	-11%	12%	5%	-2%
O=C(CCc1ccccc1)NC1CC(=O)N(c2ccccc2)C1 (stereo not given)	/	-8	15%	/	-19%	/	/	-8%
C/C(=N\N1CCN(Cc2ccc(Cl)cc2)CC1)c1ccc(F)cc1	11	-22	-8%[1.82 µM]	8%	8%	-4%	6%	7%
C/C(=N\NC(=O)C1COc2ccccc2O1)c1cccs1 (stereo not given)	-4	-8	-4%	7%	-21%	-2%	-6%	14%
CCOc1ccc(NC(=O)OCCN2CCN(CCc3ccccc3)C(C)C2)cc1 (stereo not given)	?	-12	13%	11%	-6%	8%	0%	5%
CCN(CC)c1ccc(C=NNc2ccc([N+](=O)[O-])cn2)cc1	-18	-17	-6%	-3%	-7%	1%	-4%	0%
COc1cc(SC)ccc1C(=O)NCCOc1c(C)cc(C)cc1C	-83*	-3	?	10%	44%	-2%	-18%	-18%
COc1ccc(S(=O)(=O)N2CCOC2CNC(=O)C(=O)NCC(C)C)cc1OC (stereo not given)	-4	-2	9%	-6%	/	-1%	0%	-5%
O=[N+]([O-])c1ccc2nc(-c3ccc(OC(F)F)cc3)cn2c1	-16	0	0%	7%	10%	-1%	-3%	-15%
CCOc1ccc(NC(=O)c2nnn(CC(=O)Nc3ccccc3OC)c2N)cc1	14	-4	7%	1%	8%	13%	0%	19%
COc1ccccc1NC(=O)CSc1nnc(COc2ccccc2OC)n1C	5	8	13%	9%	8%	2%	5%	-8%
O=C(NC12CC3CC(CC(C3)C1)C2)N1CCN(C2CCCCC2)CC1	-16	-17	1%	10%	-34%	0%	0%	-3%
Cn1c(=O)c(C(=O)NNC(=O)c2ccccc2Cl)c(O)c2ccccc21	3	1	-32%[inhibitor]	-4%	17%	-4%	7%	-28%
C=CCN(CC=C)Cc1cc(=O)n2c(-c3ccccc3)csc2n1	5	-4	-9%	16%	20%	-2%	-1%	5%
CCCNC(=O)NNC(=O)c1cc(-c2ccc3c(c2)OCO3)nc2ccccc12	13	1	4%	4%	32%	-1%	0%	9%
Oc1ccc(C[C@H]2CN([C@@H](Cc3ccc(O)cc3)CN3CCC[C@@H]3CN3C(=S)NC[C@@H]3Cc3ccccc3)C(=S)N2CC2CCCCCC2)cc1	-22	-10	20%	-1%	?	7%	-49%[inhibitor]	-12%
CC(OC(=O)Cc1ccsc1)C(=O)Nc1ccc(C(N)=O)cc1 (stereo not given)	12	2	20%	10%	/	0%	0%	9%
O=C(c1ccco1)N1CCN(C2CCCC2)CC1	-74*	-4	0%	2%	/	6%	-1%	2%
COc1ccc(/C=C\c2onc(C)c2S(=O)(=O)N2CCC(C(=O)Nc3ccc(F)cc3F)CC2)cc1	/	10	12%	/	1%	/	/	5%
Cc1ccc(CNC(=O)Cn2ncn3cccc3c2=O)cc1	8	1	6%	4%	0%	1%	2%	-8%
COCCCN1C(=O)C(CC(=O)NCc2ccco2)CC(C(=O)N(C)C)=C1C (stereo not given)	20	3	6%	9%	-25%	-8%	-25%	2%
COc1ccc(C)cc1N(CC(=O)Nc1cccc(N(C)S(C)(=O)=O)c1)S(C)(=O)=O	4	10	-25%	5%	2%	5%	-17%	-1%

Ordered by count of non-hydrogen atoms (highest first): part of the list above
SMILES	D3 antag	D3 ag	TDP43 rescue	EPAC2 agonist	FUS suppressor	EPAC2 antag	aSyn rescue	Abeta yeast res
Oc1ccc(C[C@H]2CN([C@@H](Cc3ccc(O)cc3)CN3CCC[C@@H]3CN3C(=S)NC[C@@H]3Cc3ccccc3)C(=S)N2CC2CCCCCC2)cc1	-22	-10	20%	-1%	?	7%	-49%[inhibitor]	-12%
COc1ccc(/C=C\c2onc(C)c2S(=O)(=O)N2CCC(C(=O)Nc3ccc(F)cc3F)CC2)cc1	/	10	12%	/	1%	/	/	5%
COc1ccc(C)cc1N(CC(=O)Nc1cccc(N(C)S(C)(=O)=O)c1)S(C)(=O)=O	4	10	-25%	5%	2%	5%	-17%	-1%
COc1ccccc1NC(=O)CSc1nnc(COc2ccccc2OC)n1C	5	8	13%	9%	8%	2%	5%	-8%
COCCCN1C(=O)C(CC(=O)NCc2ccco2)CC(C(=O)N(C)C)=C1C (stereo not given)	20	3	6%	9%	-25%	-8%	-25%	2%
Cn1c(=O)c(C(=O)NNC(=O)c2ccccc2Cl)c(O)c2ccccc21	3	1	-32%[inhibitor]	-4%	17%	-4%	7%	-28%
COc1cc(SC)ccc1C(=O)NCCOc1c(C)cc(C)cc1C	-83*	-3	?	10%	44%	-2%	-18%	-18%
C=CCN(CC=C)Cc1cc(=O)n2c(-c3ccccc3)csc2n1	5	-4	-9%	16%	20%	-2%	-1%	5%
CC(OC(=O)Cc1ccsc1)C(=O)Nc1ccc(C(N)=O)cc1 (stereo not given)	12	2	20%	10%	/	0%	0%	9%
Cc1ccc(CNC(=O)Cn2ncn3cccc3c2=O)cc1	8	1	6%	4%	0%	1%	2%	-8%
O=C(c1ccco1)N1CCN(C2CCCC2)CC1	-74*	-4	0%	2%	/	6%	-1%	2%

More compounds:
SMILES	D3 antag	D3 ag	TDP43 rescue	EPAC2 agonist	FUS suppressor	EPAC2 antag	aSyn rescue	Abeta yeast res
Nc1nc2c(nc(Br)n2[C@@H]2O[C@@H]3COP(=O)(O)O[C@H]3[C@H]2O)c(=O)[nH]1	14	13	23%	16%	-26%	17%	-4%	0%
Nc1nn2c(C(F)(F)F)cc(=O)[nH]c2c1N=Nc1cccc(F)c1	-11	-1	-18%	-5%	13%	-4%	1%	-6%
O=C(O)/C(=C\c1ccc(Br)cc1)c1ccc(S(=O)(=O)N2CCCCC2)s1	-14	0	5%	3%	25%	-23%	0%	-30%
Cc1c(C(=O)N(Cc2nnc(-c3ccccc3Cl)o2)C2CC2)oc2ccccc12	4	-2	1%	4%	28%	-22%	8%	-9%
COc1ccc(F)cc1C(=O)C1CCCN(C(=O)c2cccc(N(C)C)c2)C1 (stereo not given)	-16	-6	13%	6%	22%	-7%	8%	-20%
CC(C(=O)Nc1ccccc1)N(C)Cc1cccs1 (stereo not given)	0	-8	14%	8%	-17%	-7%	-1%	-9%
COc1cc(Cl)c(C)cc1NC(=O)Cn1cc(S(=O)(=O)N2CCC(C)CC2)c2ccccc2c1=O	/	-7	-6%	/	-28%	/	/	-6%
CCCCCCc1cc2cc(S(=O)(=O)c3ccc(C)cc3)c(=O)oc2cc1O	17	27	-8%	-3%	-12%	-6%	-16%	-5%
NC(=O)c1ccccc1NC(=O)CCCN1C(=O)CCC1=O	?	-8	-24%	4%	5%	9%	-4%	-16%
O=C(NCc1ccco1)c1nc2c(nnn2Cc2cccc(Cl)c2)c(=O)[nH]1	-5	-3	-11%	-2%	3%	1%	4%	10%
O=C(O)CCCC(=O)NNc1ncnc2ccccc12	-4	3	-10%	-7%	/	3%	0%	11%
CC(C)OC(=O)CC(=O)CSc1nc2c(cc1C#N)CCCC2	0	0	16%	6%	22%	-1%	0%	11%
C/C(=N\NC(=O)c1ccccc1C)c1cccc([N+](=O)[O-])c1	-6	-4	0%	16%	22%	-3%	0%	8%
Cn1c(Cc2ccc(Cl)cc2)nnc1SCC(=O)NC1CC1	-7	1	-8%	1%	-15%	0%	0%	11%
CC(C)NC(=O)c1ccc2c(c1)nc1n2CCCCC1	/	-16	6%	/	1%	/	/	-12%
Cc1ccccc1-c1nc2scc(CCNC(=O)c3ccco3)n2n1	/	2	18µM*	/	-10%	/	/	-2%
CCOc1cc(N2CCOCC2)c(OCC)cc1NC(=O)COC(=O)c1ccccc1C	32	5	6%	-4%	10%	0%	5%	11%
O=C(C=Cc1ccco1)c1cc(Cl)ccc1O	-12	0	9%	14%	/	-7%	2%	8%
CC(CNC(=O)c1cccs1)c1ccc([N+](=O)[O-])cc1 (stereo not given)	-8	-7	21%	10%	-12%	3%	-12%	2%
CCn1ccnc1CNC(=O)c1cc(COc2ccc(F)cc2F)on1	10	4	8%	3%	-7%	15%	2%	-2%
C=C(C)Cn1c2ccc(NC(=O)NCc3ccc(F)cc3)cc2c(=O)n1C	0	3	-8%	9%	-13%	0%	-1%	-17%
O=S(=O)(NCCc1csc(-c2cccnc2)n1)c1ccc2c(c1)OCCO2	-21	-4	22%	1%	-12%	4%	-21%	6%
O=C(c1cccnc1)c1ncc(C(F)(F)F)cc1Cl	7	-4	8%	-3%	-41%	3%	-4%	12%
COc1ccc(-c2nnc(SCC(N)=O)n2N)cc1	15	-6	-11%	9%	13%	6%	0%	19%
CN(CC(=O)Nc1ccc(F)cc1)C(=O)CSc1ccc2c(c1)OCCO2	3	3	17%	3%	-10%	-2%	5%	21%

3 structures out of the list, arranged by number of heavy atoms, low to high:
SMILES	D3 antag	D3 ag	TDP43 rescue	EPAC2 agonist	FUS suppressor	EPAC2 antag	aSyn rescue	Abeta yeast res
COc1ccc(-c2nnc(SCC(N)=O)n2N)cc1	15	-6	-11%	9%	13%	6%	0%	19%
CCn1ccnc1CNC(=O)c1cc(COc2ccc(F)cc2F)on1	10	4	8%	3%	-7%	15%	2%	-2%
C=C(C)Cn1c2ccc(NC(=O)NCc3ccc(F)cc3)cc2c(=O)n1C	0	3	-8%	9%	-13%	0%	-1%	-17%
